# NR1D1 modulator: Rev-erb alpha (human) modulation; P20393; Rev-erbα–FITC-DNA binding, fluorescence polarization, 90 min; activity, % at 10 µM; 370,000 tested, 0.79% active;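 active = activity above about 14%, limit read from the data; passing the limit was not always enough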;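 also: 0% = DMSO wells with 35 nM protein and 100% = DMSO wells with 750 nM protein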
# Target sequence (P20393 whole entry, looked up): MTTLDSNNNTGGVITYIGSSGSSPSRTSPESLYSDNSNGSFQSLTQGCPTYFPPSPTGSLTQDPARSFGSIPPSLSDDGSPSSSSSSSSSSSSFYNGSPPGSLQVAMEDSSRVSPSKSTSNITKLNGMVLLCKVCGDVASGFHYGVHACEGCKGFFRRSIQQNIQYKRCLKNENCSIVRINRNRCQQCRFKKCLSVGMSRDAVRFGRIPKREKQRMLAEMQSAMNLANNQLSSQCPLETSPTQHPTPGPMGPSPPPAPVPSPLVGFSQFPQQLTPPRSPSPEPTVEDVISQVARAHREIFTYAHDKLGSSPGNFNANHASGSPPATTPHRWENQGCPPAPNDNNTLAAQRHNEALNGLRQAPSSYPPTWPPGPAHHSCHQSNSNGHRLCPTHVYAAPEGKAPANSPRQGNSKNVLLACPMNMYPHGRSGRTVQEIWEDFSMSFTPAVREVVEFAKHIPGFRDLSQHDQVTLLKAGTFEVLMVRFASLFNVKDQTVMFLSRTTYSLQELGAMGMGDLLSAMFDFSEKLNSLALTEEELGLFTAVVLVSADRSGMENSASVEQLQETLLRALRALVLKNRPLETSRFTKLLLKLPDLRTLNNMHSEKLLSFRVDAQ
# UHRF1 MBD2 ctr: blocks human UHRF1 binding to methylated DNA. UHRF1 binding to methylated oligo, TR-FRET. inhibition, % at 4.4 µM. 370,000 tested, 0.75% active; in the data active = inhibition above about 21%;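 also: UHRF1 SRA domain binding a hemimethylated CpG hairpin DNA probe; 0% = median of test compound wells and 100% = reference inhibitor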
# DDE Tn7 FP inh: disrupts Tn7 cyclic peptide binding to fibrin D-Dimer-E complex | AID 720508 | FP displacement of FITC-Tn7 peptide from fibrin DD(E); 0% = median of compound wells per plate | 370,000 tested, 0.13% active | P02675 | inhibition, % at 8.3 µM;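 active = inhibition above the mean of compounds falling within the control limits plus 3 SD of them, cut at about 14% in these data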;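 also: 0% = plate median of compound wells and 100% = 10 µM Aha-Tn7 peptide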
#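 assay system = human clot-derived fibrin DD(E) complex | quantity = Fibrin-DD(E) at 2 µM final | timing = 10 min preincubation, 3 h with tracer, room temperature | signal = fluorescence polarization | measure = percent inhibition | benchmarks = high control wells with 10 µM unlabelled Aha-Tn7 peptide (full inhibition) | replicates = singlicate testing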
# ASAP1 inh: inhibitors of human ASAP1 ArfGAP activity; Q9ULH1; ASAP1-stimulated ARF1 GTP hydrolysis, GDP FP detection; inhibition, % at 16.5 µM; 360,000 tested, 0.19% active; AID 624377; in the data active = inhibition above about 25%;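 also: 0% = vehicle with enzyme and substrate and 100% = no enzyme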
# Target sequence (Q9ULH1 325-724 limits assumed): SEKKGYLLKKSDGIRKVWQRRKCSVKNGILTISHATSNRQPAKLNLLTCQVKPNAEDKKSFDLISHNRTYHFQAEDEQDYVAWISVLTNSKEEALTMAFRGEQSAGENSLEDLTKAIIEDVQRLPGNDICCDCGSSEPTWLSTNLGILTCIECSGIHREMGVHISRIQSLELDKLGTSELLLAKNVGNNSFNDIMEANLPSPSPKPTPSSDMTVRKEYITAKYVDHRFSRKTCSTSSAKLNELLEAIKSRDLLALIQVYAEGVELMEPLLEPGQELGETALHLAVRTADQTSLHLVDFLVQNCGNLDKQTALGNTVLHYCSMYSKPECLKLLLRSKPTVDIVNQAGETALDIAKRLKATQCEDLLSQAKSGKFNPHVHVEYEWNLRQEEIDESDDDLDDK
# HGIII-sPLA2 inh: Inhibits HGIII-sPLA2 liposome hydrolysis, primary screen; QFRET BODIPY PC-A2 liposome hydrolysis, fluorescence; AID 743126; inhibition, % at 12.2 µM; 370,000 tested, 0.56% active; Q9NZ20;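 active = inhibition above mean plus 3 SD of compounds lying within the high and low control bounds, cut at about 19% in these data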;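 also: 0% = median of test compound wells and 100% = no enzyme DMSO wells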
# PLCb3 inh: blocks human PLC-beta3 enzyme activity | Q01970 | inhibition, % at 12.2 µM | 370,000 tested, 0.18% active | AID 720704 | Purified PLC-beta3, fluorogenic substrate, fluorescence; in the data active = inhibition above about 11%;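 also: 0% = median of compound wells on plate and 100% = full blocker control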
# proKLK7 act: activators of human kallikrein-7 zymogen; P49862; purified proKLK7, EDANS-DABCYL substrate fluorescence; 100% is mature enzyme control, 0% vehicle; activation, % at 7 µM; 370,000 tested, 0.9% active;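 active = activation above the mean of all tested compounds plus 3 SD, computed per campaign excluding outliers beyond control limits, cut at about 13% in these data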
# ARFGAP1 inhibitor: inhibits rat ARF GTPase activating protein 1; 360,000 tested, 0.26% active; Q62848; Arfgap1-stimulated ARF1 GTP hydrolysis, GDP FP detection; inhibition, % at 16.5 µM;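 active = inhibition above a per-plate limit, mean inhibition of low control wells plus 3 SD, cut at about 25% in these data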;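 also: 0% = DMSO wells with enzyme and 100% = wells lacking Arfgap1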
#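 material = rat Arfgap1 catalytic domain, aa 1-136 | also added = human ARF1(Δ1-17)-GTP substrate | compound dosing = one concentration, 16.5 µM, DMSO 1.26% | times = GTP hydrolysis reaction 2 h at 25 °C | measured by = FP, GDP Alexa 633 tracer displaced from anti-GDP antibody, 620/688 nm | evaluation = percent inhibition of Arfgap1-stimulated GTP hydrolysis | replication = single well per compound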
# DDE Tn6 FP inh: DD(E)-Tn6 binding inhibition, primary FP screen. AID 720509. 370,000 tested, 0.21% active. Fibrin DD(E) TRITC-Tn6 fluorescence polarization displacement. inhibition, % at 8.3 µM. P02675;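 active = inhibition above a per-campaign cutoff: mean of compounds within control limits plus 3 SD, cut at about 15% in these data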;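 also: 0% = median of all compound wells on the plate and 100% = blocking peptide control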
# PLC-gamma1 inh: inhibitors of human phospholipase C gamma1; purified PLC-gamma1, fluorogenic substrate, fluorescence; P19174; AID 720700; inhibition, % at 12.2 µM; 370,000 tested, 0.84% active; in the data active = inhibition above about 9.5%
# * hit, by the source's call; i = inactive.
SMILES,NR1D1 modulator,UHRF1 MBD2 ctr,DDE Tn7 FP inh,ASAP1 inh,HGIII-sPLA2 inh,PLCb3 inh,proKLK7 act,ARFGAP1 inhibitor,DDE Tn6 FP inh,PLC-gamma1 inh
COc1ccc(NC(=O)C(CCS(C)(=O)=O)N2C(=O)c3ccccc3C2=O)cc1 (stereo not drawn),-3,-1,5,-1,4,-2,-0.2,3,-2,2
COc1ccc(C2c3c(ccc4ccccc34)Oc3ncn4nc(-c5ccco5)nc4c32)cc1OC (stereo not drawn),2,-1,3,0,1,0,-0.4,2,-3,5
CCOC(=O)c1sc(NC(=O)c2cccc(S(=O)(=O)N(CC)CC)c2)cc1C,-3,1,0,-1,1,-7,-9.6,5,-4,-5
N#Cc1c(NC(=O)CSc2nc3c(c(C(F)(F)F)n2)CCc2ccccc2-3)sc2c1CCCC2,40*,1,3,1,5,4,-0.1,9,0,2
COc1cccc(CNS(=O)(=O)/C=C/c2ccc3c(c2)OCO3)c1,-2,1,0,-5,-12,-7,-0.4,3,0,-5
Cc1cc(NC(=O)c2c(-c3c(Cl)cccc3Cl)noc2C)n(C)n1,-2,0,-4,5,2,2,0.6,-9,-3,3
CCCn1nc(C(=O)NC2CCCCCC2)c2ccccc2c1=O,-4,0,6,5,7,-3,-0.1,-2,-7,-4
COC(=O)c1cccc(NC(=O)C(C)N2C(=O)c3ccccc3C2=O)c1 (stereo not drawn),5,2,5,2,-9,6,0.2,-6,-1,10*
CCc1nc(C)cn1S(=O)(=O)c1ccc(Cl)c(Cl)c1Cl,-4,-2,1,-13,-5,-4,0.7,-6,-10,-3
CSCCC(NS(=O)(=O)c1ccc2c(c1)oc(=O)n2C)C(=O)NC1CCCc2ccccc21 (stereo not drawn),0,-1,-1,2,9,0,1.0,-3,-7,-2
CCOc1ccc(CNC(=O)Cn2nc(C)c3c(C)n(-c4ccc(C)cc4)nc3c2=O)cc1,9,0,-4,6,-2,-3,-0.3,34*,1,1
O=C(c1ccco1)N1CCN(C(c2cccs2)c2nnnn2C2CCCCC2)CC1 (stereo not drawn),-6,86*,-10,6,4,-3,-0.2,13,-6,-1
Cc1ccc2c(c1)N(CC(=O)N1CCCCC1C)C(=O)CO2 (stereo not drawn),3,2,8,-2,12,-9,0.4,4,-1,1
Cc1ccc2cc(CN(CC3CCCO3)C(=S)NCc3ccco3)c(=O)[nH]c2c1 (stereo not drawn),0,0,3,12,-3,-4,0.5,-1,-3,-2
Cc1cc(OCC(=O)Nc2nnc(C3CC3)s2)ccc1Cl,-1,-1,-2,4,-10,1,0.4,6,3,-3
CCCC(c1nnnn1CCOC)N(Cc1cc2cc(C)c(C)cc2[nH]c1=O)CC1CCCO1 (stereo not drawn),1,-9,-1,5,9,i,12,14,1,-375
O=[N+]([O-])c1cc(-c2cnc3ccccc3n2)ccc1Cl,93*,-1,5,-3,-2,1,-0.5,7,-3,-3
COC(=O)c1sc(NC(=O)CCCn2nc([N+](=O)[O-])cc2C)c(C(=O)OC)c1C,-7,1,-2,5,-2,4,-0.7,2,-1,4
CN1CCN(C(=O)CCCN2C(=O)/C(=C/c3cccc(Br)c3)SC2=S)CC1,-1,-6,-4,11,-2,-13,0.3,2,2,-5
O=C(COc1ccc(Cl)cc1)NCc1nnc(SCC(=O)NCc2ccc3c(c2)OCO3)o1,2,2,-2,12,-10,0,-0.6,-4,6,2

# Exported with two lines to a compound: entries from further up
# Screens in order: NR1D1 modulator	UHRF1 MBD2 ctr	DDE Tn7 FP inh	ASAP1 inh	HGIII-sPLA2 inh	PLCb3 inh	proKLK7 act	ARFGAP1 inhibitor	DDE Tn6 FP inh	PLC-gamma1 inh
> O=[N+]([O-])c1cc(-c2cnc3ccccc3n2)ccc1Cl
  93*	-1	5	-3	-2	1	-0.5	7	-3	-3
> CSCCC(NS(=O)(=O)c1ccc2c(c1)oc(=O)n2C)C(=O)NC1CCCc2ccccc21 (stereo not drawn)
  0	-1	-1	2	9	0	1.0	-3	-7	-2

# Reprinted at random: 2 compounds from above
SMILES,NR1D1 modulator,UHRF1 MBD2 ctr,DDE Tn7 FP inh,ASAP1 inh,HGIII-sPLA2 inh,PLCb3 inh,proKLK7 act,ARFGAP1 inhibitor,DDE Tn6 FP inh,PLC-gamma1 inh
CN1CCN(C(=O)CCCN2C(=O)/C(=C/c3cccc(Br)c3)SC2=S)CC1,-1,-6,-4,11,-2,-13,0.3,2,2,-5
O=[N+]([O-])c1cc(-c2cnc3ccccc3n2)ccc1Cl,93*,-1,5,-3,-2,1,-0.5,7,-3,-3

# (more compounds)
SMILES,NR1D1 modulator,UHRF1 MBD2 ctr,DDE Tn7 FP inh,ASAP1 inh,HGIII-sPLA2 inh,PLCb3 inh,proKLK7 act,ARFGAP1 inhibitor,DDE Tn6 FP inh,PLC-gamma1 inh
Cn1c(=O)[nH]c(=O)c2c1nc(N1CCCCC1)n2CCCSc1nc2ccccc2s1,-3,4,-1,-11,-3,5,0.1,-16,5,1
CCCCNC(=S)Nc1cccc(C(C)=O)c1,0,-3,0,-4,13,1,-0.3,2,-2,1
O=C(CNC(=S)N(CCCN1CCOCC1)Cc1cccs1)NC1CCCCCCC1,0,-4,5,6,-2,4,0.6,-9,-3,3
Cc1cc(C)c2nc(SCC#N)cc(C)c2c1,3,-1,4,14,-11,-1,0.4,-10,2,-6
CCC(=O)NC(c1cc(Cl)c2ccccc2c1O)C1CC1 (stereo not drawn),2,-3,6,5,2,-78,-80,-1,0,-57
CC1COC(c2cccn2Cc2ccccc2Cl)=N1 (stereo not drawn),6,6,-6,-3,14,-1,-0.2,12,-10,2
COc1ccc(Br)cc1/C=N/NC(=O)c1cccc(S(=O)(=O)N2CCOCC2)c1,-7,-2,-2,-5,-4,-7,0.4,-4,1,1
Cc1nc2ccc(C(=O)Nc3cccc(NS(C)(=O)=O)c3)cn2c1N(C)C(=O)CCc1ccccc1,-4,2,1,-4,10,-3,0.4,15,3,-4
c1ccc(-n2ncc3c2ncn2nc(-c4ccco4)nc32)cc1,-7,-1,-9,-1,0,-37,-1.8,13,-1,-25
COc1cccc(NC(=S)N(CCc2ccc(OC)c(OC)c2)Cc2ccccn2)c1,-1,0,0,12,2,-9,0.2,4,4,1
Cc1cc(=O)[nH]c(=S)n1-c1ccccc1,-8,-1,0,7,7,5,0.8,14,-5,2
Cc1ccc(C(=O)Nc2cccc(Oc3ccccc3)c2)o1,3,2,7,-4,-8,-4,0.2,8,9,2
CCCc1cc(=O)[nH]c(SCC(=O)Nc2ncc(S(=O)(=O)c3ccc([N+](=O)[O-])cc3)s2)n1,-5,-2,5,3,-6,-4,0.7,6,10,0
CCC(C(=O)OC)n1cnc2c(oc3ccccc32)c1=O (stereo not drawn),6,0,7,9,-1,-5,0.9,11,4,2
Cc1ccc(CN(C)C(=O)CCNS(=O)(=O)c2ccccc2)o1,-1,1,-5,-4,5,1,-0.1,-9,-5,-2
Cc1ccc(S(=O)(=O)N2CCC(C(=O)Nc3cc(C(F)(F)F)ccc3N3CCOCC3)CC2)cc1C,10,-1,6,5,5,0,0.3,1,9,2
Cc1cccc(NC(=O)CNC(=O)CCNC(=O)c2ccc(C(C)(C)C)cc2)c1C,4,1,-7,12,-12,-2,-0.2,9,-6,5
Cc1oc(/N=C/c2ccc(Cl)cc2)c(C#N)c1C,-4,0,-4,-8,-4,-21,0.5,18,6,-15
CC1NC(=O)NC1CCCCCC(=O)NCCc1ccccc1 (stereo not drawn),-7,2,-3,-1,-6,1,0.4,6,-7,1
CS(=O)(=O)N(CC(=O)N1CCN(c2cccc(Cl)c2)CC1)c1ccccc1,1,1,3,-3,-4,10,0.5,6,2,7

# Limited to ARFGAP1 inhibitor (6 entries from above):
Compound	ARFGAP1 inhibitor
Cc1ccc(C(=O)Nc2cccc(Oc3ccccc3)c2)o1	8
CCCc1cc(=O)[nH]c(SCC(=O)Nc2ncc(S(=O)(=O)c3ccc([N+](=O)[O-])cc3)s2)n1	6
CCC(C(=O)OC)n1cnc2c(oc3ccccc32)c1=O (stereo not drawn)	11
Cc1ccc(CN(C)C(=O)CCNS(=O)(=O)c2ccccc2)o1	-9
Cc1ccc(S(=O)(=O)N2CCC(C(=O)Nc3cc(C(F)(F)F)ccc3N3CCOCC3)CC2)cc1C	1
Cc1cccc(NC(=O)CNC(=O)CCNC(=O)c2ccc(C(C)(C)C)cc2)c1C	9

# Other records.
SMILES,NR1D1 modulator,UHRF1 MBD2 ctr,DDE Tn7 FP inh,ASAP1 inh,HGIII-sPLA2 inh,PLCb3 inh,proKLK7 act,ARFGAP1 inhibitor,DDE Tn6 FP inh,PLC-gamma1 inh
CN(C)c1oc(-c2ccccc2Cl)nc1P(=O)(c1ccccc1)c1ccccc1,7,0,2,-3,-7,-54,0.1,5,-2,-41
Cc1cc(NC(=O)CSc2nnc(-c3c[nH]c4ccccc34)n2-c2ccc(Cl)cc2)no1,-10,-1,-9,5,-5,3,-0.3,-2,-2,-2
CCn1c(C)nnc1SCC(=O)NC1CCCCCC1,-1,1,2,8,7,-4,0.4,8,-1,0
COc1ccc(CC(=O)c2ccc(OC)c(OC)c2C)cc1OC,-1,-1,-1,7,-14,2,-0.2,-8,-1,3
O=C(/C=C/c1ccccc1Cl)Nc1ccc2c(c1)C(=O)NC2=O,0,1,-2,2,11,-149,-2.1,19,-4,-107
COc1ccc(S(=O)(=O)Nc2cccc(C(C)=O)c2)cc1Br,0,6,7,5,-12,-10,0.2,1,-8,-5
Cn1c(=O)[nH]c(=O)c2c1nc(SCCN1CCCCC1)n2Cc1ccccc1,3,11,2,-7,1,1,0.8,2,4,3
Clc1ccccc1C1SCC2Nc3ccccc3CN21 (stereo not drawn),0,-1,5,2,-1,-5,-0.6,-6,9,-4
O=C(CCC(=O)c1cccs1)NCc1ccc(F)cc1,4,-2,0,5,3,1,-0.1,-5,7,1
CCNc1nc(SC(C)C(=O)OC)nc(N(C)C)n1 (stereo not drawn),-5,-1,-3,5,-1,-6,0.3,-2,1,0
COc1cccc(C(O)c2ncc(-c3ccc(Cl)cc3)[nH]2)c1 (stereo not drawn),4,5,3,3,-3,0,-0.2,10,-6,5

# Of the compounds above, 3 have bromine:
SMILES,NR1D1 modulator,UHRF1 MBD2 ctr,DDE Tn7 FP inh,ASAP1 inh,HGIII-sPLA2 inh,PLCb3 inh,proKLK7 act,ARFGAP1 inhibitor,DDE Tn6 FP inh,PLC-gamma1 inh
CN1CCN(C(=O)CCCN2C(=O)/C(=C/c3cccc(Br)c3)SC2=S)CC1,-1,-6,-4,11,-2,-13,0.3,2,2,-5
COc1ccc(Br)cc1/C=N/NC(=O)c1cccc(S(=O)(=O)N2CCOCC2)c1,-7,-2,-2,-5,-4,-7,0.4,-4,1,1
COc1ccc(S(=O)(=O)Nc2cccc(C(C)=O)c2)cc1Br,0,6,7,5,-12,-10,0.2,1,-8,-5
